mIAP act: increases mouse intestinal alkaline phosphatase activity | hit rate 0.24% among 330,000 | AID 2805 | muIAP, CDP-Star luminescence, 30 min; active compounds read high; 1 = vehicle-only enzyme signal, 0 = enzyme-free wells | activation factor at 10 µM;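 active means activation factor of at least 2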; further: the source names both 10 and 20 µM as test concentration; values of inactives mirror those of a sister screen read the other way
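System: mouse IAP enzyme. Reagent: CDP-Star chemiluminescent phosphatase substrate. Benchmarks: DMSO wells, no-enzyme wells. Times: 30 min enzyme-substrate-compound incubation at room temperature. Detection: luminescence from enzymatic CDP-Star hydrolysis. Doses: test compounds delivered from DMSO solution.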
A3G deaminase: blocks human APOBEC3G single-stranded DNA deamination; Q9HC16; recombinant A3G, ssDNA deamination FAM/TAMRA fluorescence; inhibition, % at 20 µM; hit rate 0.28% among 330,000;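 active means inhibition of at least 40% at 20 µM, with no more than 30% in the related APOBEC3A deaminase screen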;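 further: plate controls were DMSO wells with A3G for no effect and wells lacking A3G enzyme for full effect; some compounds called inactive have numbers as strong as hits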
MPTP inh: permeability transition pore inhibition; isolated mouse mitochondria, Ca2+ swelling absorbance, 30 min; inhibition, % at 10 µM; hit rate 1.4% among 360,000; AID 602449;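 active means inhibition of 50% or more, scaled per plate between neutral and stimulator controls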;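 further: 0% = DMSO wells given calcium and 100% = 1 mM EGTA wells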
mIAP inh: mouse IAP inhibition | inhibition, % at 10 µM | hit rate 0.2% among 330,000 | AID 2806 | purified mouse IAP, CDP-Star luminescence, 30 min;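 active means inhibition of at least 40% at 10 µM in the primary screen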;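 further: plate controls were DMSO with enzyme for no effect and no enzyme wells for full effect; values of inactives mirror those of a sister screen read the other way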
hIAP block: human IAP inhibition; purified IAP, CDP-Star luminescence, 30 min; inhibition, % at 10 µM; hit rate 0.12% among 330,000;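 active means inhibition reaching a set limit with compound at 10 µM in the primary screen, cut at about 35% in these data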;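 further: plate controls were DMSO wells with enzyme for no effect and no-enzyme buffer wells for full effect; values of inactives mirror those of a sister screen read the other way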
Target sequence (P09923 whole entry, looked up): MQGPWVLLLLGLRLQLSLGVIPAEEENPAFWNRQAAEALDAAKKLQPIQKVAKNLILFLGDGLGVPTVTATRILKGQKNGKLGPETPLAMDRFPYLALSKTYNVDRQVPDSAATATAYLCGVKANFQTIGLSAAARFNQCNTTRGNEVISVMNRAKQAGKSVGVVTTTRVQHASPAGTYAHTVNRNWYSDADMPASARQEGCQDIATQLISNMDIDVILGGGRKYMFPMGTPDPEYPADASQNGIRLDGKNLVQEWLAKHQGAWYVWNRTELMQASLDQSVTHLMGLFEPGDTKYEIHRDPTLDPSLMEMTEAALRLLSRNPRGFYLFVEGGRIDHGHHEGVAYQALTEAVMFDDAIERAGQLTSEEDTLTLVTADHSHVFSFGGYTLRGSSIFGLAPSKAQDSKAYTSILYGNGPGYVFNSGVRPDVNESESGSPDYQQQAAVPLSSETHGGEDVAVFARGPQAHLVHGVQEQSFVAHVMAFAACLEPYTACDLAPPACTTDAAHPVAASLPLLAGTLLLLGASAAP
MIN6 prolif: induces beta-cell replication in MIN6 cells | hit rate 0.29% among 330,000 | proliferation, % at 10 µM | AID 2380 | MIN6 cells proliferation, ATPlite luminescence, 48 h; cells starved in 0.2% serum; 100% = growth in 10% serum;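 active means compounds whose signal lies at least 3.5 SD above the mean of all wells on their plate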;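 further: 0% = DMSO-treated cells in low-serum medium and 100% = 10% serum control; some compounds called inactive have numbers as strong as hits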
A3A deaminase: human APOBEC3A DNA deaminase inhibition; AID 493011; inhibition, % at 20 µM; hit rate 0.41% among 330,000; recombinant A3A, FAM/TAMRA ssDNA deamination fluorescence;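 active means at least 40% inhibition at 20 µM here, with at most 30% in a related deaminase screen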;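 further: plate controls were A3A with DMSO for no effect and wells lacking A3A enzyme for full effect; some results filed as inactive read as strong as hits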
Target sequence (P31941 whole entry, looked up): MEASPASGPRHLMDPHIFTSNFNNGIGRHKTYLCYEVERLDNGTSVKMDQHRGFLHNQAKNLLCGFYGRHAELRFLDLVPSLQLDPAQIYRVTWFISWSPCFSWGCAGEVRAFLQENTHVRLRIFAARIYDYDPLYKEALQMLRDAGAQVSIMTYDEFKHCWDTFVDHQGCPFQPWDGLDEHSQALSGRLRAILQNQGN
NR3A LBD binder: modulates the human NR3A ligand-binding domain. NR3A LBD differential scanning fluorimetry, Tm shift; 0% = protein alone, 100% = glycine-bound protein. Tm shift relative to glycine control, % at 25 µM. hit rate 2.5% among 340,000. AID 1259313;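 active means melting temperature shift of at least 10% of the positive control shift, at one fixed dose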
hIAP act: human IAP activation; activation factor at 10 µM; hit rate 0.16% among 330,000; AID 2524; purified human IAP, CDP-Star luminescence, 30 min; active compounds read high; 1 = vehicle-only enzyme, 0 = enzyme-free background; P09923;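 active means activation factor of the enzyme at least 2-fold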; further: the source names both 10 and 20 µM as test concentration; values of inactives mirror those of a sister screen read the other way
* = called active by the depositor; . = not tested or not shown.

SMILES	mIAP act	A3G deaminase	MPTP inh	mIAP inh	hIAP block	MIN6 prolif	A3A deaminase	NR3A LBD binder	hIAP act
COC(=O)C1=C(C(=O)OC)[C@]2([C@H]3CCCCN[C@@H](Cc4ccccc4)C(=O)N3Cc3ccccc3)C=C[C@H]1O2	1	-6	-0.1	-2	10	-6	-4	1	0.9
CC(C)Cn1c(SCC(=O)c2c(N)n(C)c(=O)n(C)c2=O)nc2ccccc21	1	-9	-5.1	-3	-22	-2	-5	-1	1.2
CC(=O)Nc1ccc(NC(=O)COC(=O)[C@@H]2CCCN2C(=O)c2cccs2)cc1	0.93	-2	-1.8	7	4	-2	21	2	0.96
CCc1c(C)sc(NC(=O)c2ccoc2C)c1C(N)=O	0.89	60*	-3.4	11	-20	-8	0	2	1.2
COc1ccc(Cl)cc1S(=O)(=O)NCc1cccnc1	0.94	-4	-1.7	6	14	2	0	0	0.86
O=C(Nc1cccn(Cc2ccccc2Cl)c1=O)NC1CCCCC1	1.2	-8	-0.3	-24	-1	-2	4	1	1
COc1ccc(/C=N/N=C/c2ccc(OC)c(OC)c2)cc1OC	1.1	-6	2.3	-7	11	4	-1	0	0.89
c1ccc(CN2CCN(Cc3c[nH]c4ccccc34)CC2)cc1	0.99	-8	0.4	1	5	-3	1	-1	0.95
Cc1ccc(S(=O)(=O)CCC(=O)N2CCN(c3ccccc3O)CC2)cc1	1.1	4	-0.8	-11	5	-3	2	-2	0.95
COc1cccc(/C=N\NC(=O)c2ccc(C)nc2)c1	1.1	4	-0.2	-8	10	-3	12	-4	0.9
COc1ccccc1OCc1ccc(C(=O)N2CCN3CCCC3C2)cc1 (centres undefined)	0.89	-5	0.1	11	-2	-6	-4	0	1
CN(Cc1ccccc1)S(=O)(=O)c1ccc2c(c1)n(C)c(=O)n2C	0.98	2	-0.5	2	-4	0	2	0	1
Cc1cccc2cc(CN(Cc3nnnn3Cc3ccco3)C3CCCC3)c3nnnn3c12	0.99	-5	2.6	1	-47	-2	-3	1	1.5
Cc1c(C(=O)Nc2nnc(C3CC3)s2)oc2ccccc12	1	-9	0.4	-1	8	4	-1	0	0.92
Cc1cccc(C)c1NC(=O)COC(=O)Cc1ccsc1	1	-3	-0.3	-2	-4	-1	0	-3	1
CC(C)CCn1c(NCCc2ccccc2)nc2c1c(=O)n(C)c(=O)n2C	1.1	-1	-2.0	-12	0	-1	-3	0	1
CCN(CC)C(=O)C1=C(C)NC(=O)NC1c1ccccc1F (centres undefined)	1.1	-3	.	-6	18	0	7	.	0.82
CCCC(C(=O)NC1CCCCC1)N(CC1CCCO1)C(=O)CNS(=O)(=O)c1ccc(F)cc1 (centres undefined)	1	-8	0.0	-2	-22	0	-4	-5	1.2
COCCNC(=S)N(CCc1c(C)[nH]c2ccc(F)cc12)Cc1ccc(C)cc1	1.1	-7	2.0	-6	-9	-7	-2	10*	1.1
Cc1cc(C)c(S(=O)(=O)/N=C2\C=C(NS(=O)(=O)c3ccccc3)C(=O)c3ccccc32)c(C)c1	0.84	3	87*	16	18	-4	5	-4	0.82
CCOC(=O)C1CCCN(C(=O)COc2ccc(C(=O)c3ccccc3)cc2)C1 (centres undefined)	1	-5	-3.1	-2	-21	4	-1	-1	1.2
CC(Oc1ccc(F)cc1)C(=O)Nc1ccccc1N1CCCCC1 (centres undefined)	0.83	-3	-0.2	17	3	-7	-2	0	0.97
Cc1cc(C)c(C#N)c(OCC(=O)c2ccccc2)n1	0.91	-2	-0.3	9	5	0	-2	1	0.95
CCN(CC)CC(=O)n1c2c(c3ccccc31)CCCC2	1	-7	0.5	-1	0	-1	0	2	1
CN(CCc1ccccn1)C(=S)Nc1ccc(Cl)c(Cl)c1	1	2	-0.2	-2	5	0	-1	-1	0.95
COc1ccc2c(c1)C(=O)OC2CC(=O)O (centres undefined)	1.1	-3	0.3	-6	-13	-2	-3	0	1.1
O=C(CN1C(=O)/C(=C/c2ccco2)SC1=S)NC1CCS(=O)(=O)C1 (centres undefined)	0.42	35	-0.9	58*	-16	-1	80	0	1.2
c1csc(Cc2nc(-c3ccc(-n4cccc4)cc3)no2)c1	0.84	4	2.2	16	11	2	2	0	0.89
CC(C)C(C(=O)Nc1sc2c(c1C#N)CCCCC2)N1C(=O)c2ccccc2C1=O (centres undefined)	1.1	-1	2.7	-6	-3	-1	0	3	1
c1ccc(Cc2nn3c(COc4ccccc4)nnc3s2)cc1	0.84	21	-1.4	16	-2	-1	5	-1	1

Quoted from the listing.
`Cc1cccc(C)c1NC(=O)COC(=O)Cc1ccsc1` @ mIAP act = 1
`CN(CCc1ccccn1)C(=S)Nc1ccc(Cl)c(Cl)c1` @ A3G deaminase = 2
`CC(C)C(C(=O)Nc1sc2c(c1C#N)CCCCC2)N1C(=O)c2ccccc2C1=O` (centres undefined) @ A3G deaminase = -1

Remaining list, next part:
SMILES	mIAP act	A3G deaminase	MPTP inh	mIAP inh	hIAP block	MIN6 prolif	A3A deaminase	NR3A LBD binder	hIAP act
Cc1ccc(C2/C(=C(\O)c3c(C)nc4ccccn34)C(=O)C(=O)N2CCN(C)C)o1 (centres undefined)	1.1	-6	0.9	-6	-6	-2	-1	5	1.1
CCOc1ccc2c(c1)s/c(=N\S(=O)(=O)c1ccc(OC)cc1)n2C(F)F	0.98	-1	1.8	2	-10	-2	30	5	1.1
CC(NC(=O)CCc1ccccc1)c1cc2c(cc1Cl)OCCO2 (centres undefined)	0.93	-2	-0.8	7	7	4	-1	1	0.93
CCOC(=O)CCC(=O)c1c(C)oc2ccc(OC)cc12	1.1	2	-0.3	-6	11	3	5	-1	0.89
CC(C)(C)OC(=O)C[C@H]1C/C=C\C[C@@H](CC(=O)N(CCO)Cc2ccccc2)C(=O)N2CCC[C@H]2COC1=O	1	-6	-1.7	-4	10	-2	-3	0	0.9
CCC(=O)NC(=S)Nc1ccc(NC(=O)c2cc3ccccc3o2)c(OC)c1	0.95	-7	1.6	5	7	-2	-4	-4	0.93
CCOC(=O)C1(Cc2cccc(OC)c2)CCN(Cc2cccc(OC)c2O)CC1	1	-2	3.8	-4	-17	-4	-5	2	1.2
C/C(=N/NC(=O)c1ccncc1)c1ccccc1	0.98	-6	-1.6	2	-20	-4	-5	0	1.2
O=C(Nc1nc(-c2ccccn2)cs1)Nc1ccc(F)cc1F	0.91	60*	-0.3	9	-22	-4	2	14*	1.2
C=CCOc1ccc(C(=O)O)cc1Cl	0.97	-5	1.3	3	-1	-3	1	-1	1
O=[N+]([O-])c1ccc(O)c(/C=N/n2cnc3ccccc32)c1	0.97	-2	69*	3	13	0	4	6	0.87
COc1cccc(-c2cc(C(=O)N3C(C)CCCC3C)no2)c1 (centres undefined)	0.97	-3	-2.2	2	2	0	-3	-3	0.98
Cc1ccc(-c2cc(C(=O)O)c3ccccc3n2)s1	1.1	-3	-0.9	-7	-6	-3	2	4	1.1
Cc1cc(NC(=O)CSc2ncnc3c2cnn3-c2ccccc2)no1	0.97	-3	0.0	2	-2	-3	0	1	1
COC(=O)CN1C(=S)N(c2ccc(F)cc2)C(=O)C1CC(=O)Nc1ccccc1 (centres undefined)	0.99	-10	-1.4	1	0	-2	2	2	1
O=c1[nH]nc(SCc2nc3ccccc3s2)n1C1CC1	0.88	-12	-1.1	12	10	2	1	-1	0.9
Cc1c(Cl)cnc(NC(=O)COC(=O)C2CC2)c1Cl	0.81	-4	-1.2	19	-11	-1	1	-1	1.1
Cc1cccc(C#N)c1NC1=CC(=O)CC(C)(C)C1	1	-3	-0.8	0	5	0	-4	1	0.95
O=C(OCc1cc(Cl)cc2c1OCOC2)c1cccnc1Cl	0.96	-4	1.2	4	9	-2	0	-2	0.91
O=C1CS(=O)(=O)N(Cc2cccc(F)c2)c2ccc(Br)cc21	0.86	1	2.9	14	7	-7	1	-12	0.93
O=C(O)c1ccc(Cl)c(S(=O)(=O)N2CCCC2)c1	0.99	-2	0.1	1	-16	-2	10	0	1.2
Cc1cc(C)cc(N2C(=O)CCN(Cc3ccccc3)C2=O)c1	1	-5	-2.2	0	-8	-1	-4	0	1.1
Cc1noc(C)c1COc1cccc(C(=O)Nc2ccc(C#N)cc2)c1	0.99	-8	15	1	0	-1	-4	-6	1
Nc1nc(Br)c2c(F)cccc2c1-c1ccc(F)cc1	0.96	-3	-0.4	4	15	-2	0	0	0.85
CCCCN(C(=O)c1ccc2c(c1)OCCO2)c1c(N)n(CC(C)C)c(=O)[nH]c1=O	1	-6	-1.3	-5	-15	-5	25	1	1.1
CCC1=NN(C(=O)c2ccccc2O)C(O)(c2ccccc2)C1 (centres undefined)	0.86	-7	3.9	14	-16	-4	-1	-7	1.2
Cc1ccc(NC(=O)c2cc(S(=O)(=O)N3CCCC3)c[nH]2)c(C)c1	0.96	-3	-1.2	4	-6	2	5	-2	1.1
CCOc1ccccc1Oc1coc2cc(OCC(=O)O)ccc2c1=O	1	-2	1.3	-3	-9	-2	13	0	1.1
COC(=O)[C@H](Cc1ccccc1)NS(=O)(=O)N[C@@H](Cc1ccccc1)C(=O)OC	1.1	-5	0.3	-7	-4	3	3	-2	1
O=C1N(CN2CCC3(CC2)OCCO3)c2ccccc2C12OCCCO2	1.1	0	0.1	-6	20	3	5	-1	0.8
C=CCOc1c(Br)cc(CNc2ccc(NC(=O)C(C)C)cc2)cc1OCC	0.97	-5	-2.7	3	-11	-1	-5	-3	1.1
CCOc1ccc(N2C(=O)Nc3ccccc3C2(O)C(=O)NCc2ccco2)cc1 (centres undefined)	1.2	-7	-1.7	-16	-4	-1	0	2	1
CCCCCC(=O)Nc1sc(C)c(C)c1C#N	0.98	-4	-2.4	2	19	0	-4	-2	0.81
COc1cc(OC)c(/C=N/NC(N)=S)cc1Br	0.97	-6	-0.2	3	7	0	-2	0	0.93
C=CCNC(=O)CSc1ncc2c(n1)-c1c(csc1SC)CC2	0.9	5	3.8	10	0	3	6	-3	0.99
Cn1c(-c2sc3cc(C(F)(F)F)cnc3c2-c2ccccn2)n[nH]c1=S	0.92	26	-0.1	8	-2	2	-6	1	1
Cc1ccc(OC(=O)C2CCN(C(=O)c3ccccc3C)CC2)c(Br)c1	1	-6	-0.8	-2	-15	-3	-3	-1	1.2
COc1cc(N/C(N)=N/c2nc(C)cc(C)n2)c(OC)cc1Cl	0.99	0	6.0	0	-31	-2	2	0	1.3
CSC(=NC#N)N1CCN(C(=NC#N)SC)CC1	0.86	-3	-3.1	14	22	-3	-4	1	0.79
COc1ccc(Cl)cc1N(CC(=O)Nc1ccccc1C(=O)N1CCCC1)S(C)(=O)=O	0.97	-6	-1.0	2	2	-2	-1	1	0.98
CC1CC(C)CN(C(=O)COC(=O)c2ccc[nH]c2=O)C1 (centres undefined)	1	-5	-0.9	-4	2	-1	-3	1	0.98
CC(=O)Nc1ccc(NC(=O)CSc2nnnn2-c2ccc3c(c2)OCCO3)cc1	1	-1	0.9	-2	4	-3	0	-2	0.96
COc1ccccc1NC(=O)c1c(C)nc2ccccc2c1C(=O)O	0.99	-4	2.0	1	2	-2	-5	0	0.98
CCSc1nnc(NC(=O)CSc2nccn2-c2cc(C)cc(C)c2)s1	1	-5	.	-3	-5	3	-5	-3	1.1
Cc1cccc(N2CCC(NCc3c(C(=O)N4CCCCC4)nc4c(C)cccn34)CC2)c1	0.94	-5	-0.5	6	-19	0	-6	-5	1.2

High-throughput results deposited in PubChem by Sanford-Burnham Center for Chemical Genomics.
